# West Nile virus CPE = West Nile virus antiviral activity, cell-based, CPE readout (AID 1621); West Nile virus-infected cells, CPE inhibition; higher % means a stronger effect; 290,000 compounds, 0.02% hits; one-dose CPE inhibition, % at 10 µM; IC50 in µM for titrated hits; in the data active = a potency from the dose series; inconclusive = CPE inhibition mostly from about 3.7% at the one dose, without a potency; inactive = the rest, 99 in 100 with CPE inhibition below about 2.2%; note: strong numbers were not always called active
# SIAH1 antagonists = blockers of Siah-1 interaction with plectin peptide – biochemical, fluorescence polarization, rhodamine-plectin, uHTS, primary screen (AID 1817); Siah-1 / rhodamine-plectin peptide fluorescence polarization; higher % means a stronger effect; displacement, % at 20 µM; hits with a dose series show IC50 in µM; 290,000 compounds, 0.02% hits;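 active = displacement of at least 50% at 20 µM, with a fluorescence ratio check between 0.3 and a set limit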;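 note: plate controls were Siah plus tracer with DMSO for no effect and tracer alone without Siah for full effect; strong numbers were not always called active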
# Rac1 GTP hydrolysis = MgcRacGAP GTPase-activating activity inhibitors, confirmation, biochemical, ADP Hunter fluorescence; MgcRacGAP-stimulated Rac1 GTP hydrolysis, ADP Hunter fluorescence; higher % means a stronger effect; GST-tagged Rac1 F28L mutant substrate; one-dose inhibition, % at 30 µM; IC50 in µM for titrated hits; 340,000 compounds, 0.6% hits; AID 624330;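 active = first-screen hits whose inhibition reached a set limit at any dose in the follow-up dose series; inconclusive = inhibition above the set first-screen limit but never retested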;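 note: fluorescence reports GDP produced by GAP-driven GTP hydrolysis; strong numbers were not always called active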
# NTR1 ag = agonists of NTR1, primary screen, imaging, U2OS cells, beta-arrestin-GFP, high content (AID 493036); NTR1-U2OS beta-arrestin-GFP spot imaging, agonist mode; activation, % at 20 µM; 330,000 compounds, 0.17% hits;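 active = activation at or above 40% of the spot to cytoplasm intensity ratio, with at least 20 cells analyzed; inconclusive = wells under 20 cells, flagged as cytotoxic or low count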;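 note: 0% = DMSO without peptide and 100% = 100 nM NTR1 peptide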
# Target sequence (P30989 whole entry, looked up): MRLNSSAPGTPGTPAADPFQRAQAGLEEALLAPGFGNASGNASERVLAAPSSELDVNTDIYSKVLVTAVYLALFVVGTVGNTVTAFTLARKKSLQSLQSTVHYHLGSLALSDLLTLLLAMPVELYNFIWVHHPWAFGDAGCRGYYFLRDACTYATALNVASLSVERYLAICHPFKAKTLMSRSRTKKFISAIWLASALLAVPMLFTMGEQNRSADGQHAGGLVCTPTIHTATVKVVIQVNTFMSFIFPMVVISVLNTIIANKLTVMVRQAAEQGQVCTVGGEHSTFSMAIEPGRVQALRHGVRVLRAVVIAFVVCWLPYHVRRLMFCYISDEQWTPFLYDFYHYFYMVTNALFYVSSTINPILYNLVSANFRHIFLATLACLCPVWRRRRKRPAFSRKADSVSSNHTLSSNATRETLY
# AID2073 = inhibitors of Mint1-CaV2.2 protein interaction, biochemical, HTRF (AID 2073); inhibition, % at 20 µM, or IC50 in µM where a hit was titrated; 290,000 compounds, 0.19% hits; HTRF protein-protein interaction, Mint1-CaV2.2; higher % means a stronger effect; in the data active = inhibition mostly above about 51%, no sharp cut-off; inconclusive = no clear call, values can overlap the other calls; inactive = mostly below about 53%; note: some results filed as inactive read as strong as hits
# Dengue-2 NS5 capping = Dengue-2 NS5 methyltransferase inhibitors, primary screen, biochemical, confirmation dose response (AID 588689); Dengue-2 NS5 methyltransferase capping enzyme assay, biochemical; higher % means a stronger effect; inhibition, % at 25 µM, or IC50 in µM where a hit was titrated; 340,000 compounds, 0.3% hits; in the data active = a potency from the dose series; inconclusive = inhibition above about 29% without an active follow-up result
# RSV CPE inhibition = RSV antiviral activity via CPE protection, HEp-2 cells, primary 10 µM value included (AID 2391). 310,000 compounds, 0.13% hits. CPE inhibition, % at 10 µM; hits with a dose series show IC50 in µM. HEp-2 cells, RSV-induced CPE inhibition; higher % means a stronger effect; in the data active = a potency from the dose series; inconclusive = CPE inhibition mostly from about 23% at the one dose, without a potency; inactive = the rest, 99 in 100 with CPE inhibition below about 21%; note: strong numbers were not always called active
# Large T inhibition = SV40 large T antigen inhibitors, biochemical (AID 1903). SV40 large T antigen ATPase/helicase inhibition assay; higher % means a stronger effect. 310,000 compounds, 0.39% hits. one-dose inhibition, % at 20 µM; IC50 in µM for titrated hits; in the data active = a potency from the dose series; inconclusive = inhibition mostly from about 32% at the one dose, without a potency; inactive = the rest, 99 in 100 with inhibition below about 32%; note: strong numbers were not always called active
# UTI89 phage lysis = inhibition of K1F phage lysis, E. coli UTI89, bacterial capsule biogenesis inhibitors, alamar blue (AID 488966) | E. coli UTI89 K1F phage lysis, alamar blue, 2 h; higher % means a stronger effect | one-dose inhibition, % at 100 µM; IC50 in µM for titrated hits | 340,000 compounds, 0.02% hits;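 active = phage lysis inhibition, versus mean bacterial control, above a set limit; inconclusive = no clear call, values can overlap the other calls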;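 note: capsule biogenesis inhibitors block K1F phage lysis so surviving cells raise fluorescence; higher fluorescence means more inhibition of phage lysis; actives were called in the ten point dose series up to 300 µM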
# NTR1 ag cell count 20 µM = second read-out of NTR1 ag, no call of its own (marks repeat the call); cell count; measured here: cell count, cytotoxicity flag
# Dengue-2 NS5 capping pilot replicate = further read-out of Dengue-2 NS5 capping, marked with its call; inhibition, %; measured here: pilot screen replicate inhibition
# The depositor's hits bear a star; i = inactive; ? = inconclusive; / = not tested or not shown; [ ] = another dose, or the depositor's remark.
SMILES,West Nile virus CPE,SIAH1 antagonists,Rac1 GTP hydrolysis,NTR1 ag,NTR1 ag cell count 20 µM,AID2073,Dengue-2 NS5 capping,RSV CPE inhibition,Large T inhibition,UTI89 phage lysis,others
CC1CCCC(C)N1C(=O)CSc1nnc(COc2cccc3cccnc23)o1 (stereo not drawn),-0.9%,1.9%,8.2%,0.7,86,17.8%,-0.7%,0.0%,8.7%,-0.5%,
Cc1cccc(-c2noc(CCC(=O)NCC3CCCO3)n2)c1 (stereo not drawn),-0.8%,7.7%,9.2%,0.1,56,-10.3%,5.7%,0.0%,4.5%,2.4%,
CC(C)(C)NC(=O)CSc1ncnc2c1nnn2Cc1ccccc1Cl,?,0.1%,8.9%,6.2,66,-1.6%,-10.3%,15.3%,31.2%,2.4%,
NCCc1nnc(SCc2ccccc2F)o1,0.1%,6.3%,5.4%,-0.7,76,-13.7%,4.4%,-0.7%,-0.5%,-0.2%,Dengue-2 NS5 capping pilot replicate=-7.3
Cc1ccccc1NC(=O)Cc1ccccc1,-0.2%,5.4%,8.2%,0.6,87,-0.6%,-0.8%,2.0%,9.9%,0.7%,
O=C(CSc1nc2cc3ccccc3cc2[nH]1)Nc1ccc(F)cc1,-0.1%,12.7%,6.0%,10.8,59,40.1%,-2.7%,0.3%,9.5%,i,
COC(=O)c1c(S(N)(=O)=O)c2ccccc2n1C,-0.5%,-0.6%,-0.7%,0.2,87,-4.0%,5.5%,1.5%,21.9%,0.3%,Dengue-2 NS5 capping pilot replicate=0.0
CC(C)(C)NC(=O)CN(C(=O)c1csnn1)c1cccc2c1CCCC2,-1.1%,6.0%,7.4%,-0.3,35,-6.4%,-11.9%,-1.8%,-1.2%,2.4%,
CCOc1nc(N2CCOCC2)nc(N2CCOCC2)n1,-0.2%,3.4%,3.4%,-1.5,46,-0.2%,-4.7%,0.5%,9.7%,-0.3%,
CCOC(=O)C1CCCN(c2c(NCCN(CC)c3ccccc3)c(=O)c2=O)C1 (stereo not drawn),1.2%,-4.5%,18.4%,-0.8,85,-4.3%,-0.7%,2.2%,13.8%,-2.1%,
Cc1ccc(Nc2ncccc2C(=O)O)cc1C,0.3%,0.2%,3.3%,1.6,72,1.4%,-3.7%,-2.3%,7.9%,-1.2%,
CCN(CC)CCNc1nc2cc(OC)c(OC)cc2c2nc(-c3ccccc3)nn12,-1.9%,1.8%,27.5%,4.4,96,16.3%,-5.6%,-1.7%,11.8%,-0.7%,
COc1cc(C(=O)NCC(c2ccco2)N2CCCC2)ccc1OCc1ccccc1 (stereo not drawn),/,/,8.6%,-1.1,50,/,-3.0%,-0.5%,/,0.6%[50 µM],
C=CCC[C@H](Cc1ccc(F)cc1)C(=O)OC[C@@H]1CCCN1C(=O)[C@@H](CC=C)CC(=O)NCCO,/,/,3.7%,-0.6,61,/,5.0%,/,/,1.7%,
CC(CC(=O)Nc1cccc(S(=O)(=O)N2CCCCC2)c1)c1ccccc1 (stereo not drawn),/,/,2.3%,1.6,93,/,5.6%,1.9%,/,0.0%[50 µM],
CN(c1ccccc1C(=O)NCC1CCCO1)S(C)(=O)=O (stereo not drawn),0.2%,7.2%,3.2%,-0.5,92,-9.8%,6.5%,0.4%,8.6%,0.8%,
O=C(NC1CCCN(Cc2ccccc2F)C1)c1cccs1 (stereo not drawn),-0.3%,-2.3%,6.0%,-0.2,66,17.5%,-3.5%,0.5%,13.0%,0.2%,
COc1ccc(NC(=O)Cn2nnc(-c3ccccc3NC(=O)c3ccco3)n2)cc1,-0.1%,-1.5%,14.5%,23.2,49,0.0%,-1.1%,0.2%,6.3%,0.5%,
Cc1cccc(NC(=S)Nc2ccc(N3CCOCC3)cc2)c1C,-0.3%,-4.2%,7.9%,-1.0,56,-17.5%,18.9%,1.0%,21.2%,-4.1%,
O=C(c1ccc(NC2=NC3CS(=O)(=O)CC3S2)cc1)N1CCN(c2ccccc2F)CC1 (stereo not drawn),0.7%,-2.2%,2.4%,-0.8,89,8.1%,0.7%,2.0%,16.0%,1.0%,
O=C(NCN1C(=O)C2C3C=CC(C3)C2C1=O)Nc1ccccn1 (stereo not drawn),1.3%,-11.1%,6.7%,0.3,49,4.3%,-6.2%,1.8%,-0.6%,-0.4%,
COc1ccccc1[C@@H]1C(c2cccc(Cl)c2)=NN(c2ccc(Br)cc2)[C@H]1C(=O)N1CCOC1=O,-0.3%,-3.0%,7.9%,-1.8,92,9.3%,-4.1%,18.1%,4.1%,1.4%,
Clc1ccc2c(c1)C(C1=NCCN1)c1ccccc1CS2 (stereo not drawn),-0.9%,-0.9%,7.9%,-0.7,59,-3.2%,3.2%,-1.1%,0.8%,1.7%[50 µM],
O=C(Nc1cc([N+](=O)[O-])ccc1O)c1cccc(C(=O)Nc2cc([N+](=O)[O-])ccc2O)c1,-0.3%,-9.3%,19.8%,/,/,48.1%,25.4%,-0.1%,17.0%,0.0%,
CCc1c(C)nc(N2CCN(c3cccc(OC)c3)CC2)[nH]c1=O,-1.1%,11.7%,12.8%,2.9,60,8.4%,-4.2%,0.7%,10.3%,-0.1%,
COc1ccccc1C(=O)NC(CCSC)C(=O)NCC(c1cccs1)N(C)C (stereo not drawn),/,/,8.8%,-1.0,58,/,1.4%,-0.5%,13.2%,0.5%[50 µM],
Cc1cc(S(=O)(=O)N2CCOCC2)ccc1OCC(=O)N1CCCC1,1.5%,-0.4%,5.6%,-2.1,44,-4.9%,-4.2%,1.7%,26.4%,0.1%,
COc1ccc(S(=O)(=O)N2CCc3ccccc32)cc1C(=O)NCC(c1ccco1)N1CCCC1 (stereo not drawn),/,/,-2.9%,1.7,54,/,-3.0%,/,/,-0.5%[50 µM],
Cc1ccc(NC(=O)CSc2ncc3ccccn23)cc1C,0.2%,-1.5%,9.9%,0.4,50,14.9%,0.8%,0.0%,1.5%,-1.1%,
NC(=O)c1ccc(-n2nnnc2SCC(=O)NC2CCCCC2)cc1,1.0%,-0.3%,8.0%,0.4,57,-7.1%,0.0%,13.4%,6.7%,0.0%,
Cc1nc(NC(=O)CSc2nccn2C)sc1C(=O)N(C)C,0.2%,-3.1%,6.8%,0.1,48,2.5%,-7.2%,1.8%,5.9%,0.0%,
Cc1c(NS(=O)(=O)c2ccc(N3CCN(C)CC3)c([N+](=O)[O-])c2)c(=O)n(-c2ccccc2)n1C,-0.4%,-4.2%,3.7%,-0.6,84,-2.0%,/,-0.9%,13.2%,0.4%,
NC(=O)C1CCN(C(=O)c2ccc3ccccc3c2)CC1,-0.1%,11.0%,5.9%,-0.2,48,4.7%,0.0%,0.9%,2.1%,1.4%,
CCOC(=O)c1ccccc1NS(=O)(=O)c1ccccc1,2.5%,-1.2%,0.3%,0.3,86,2.0%,0.0%,1.2%,-17.3%,4.5%,
Cn1c(=O)n(Cc2ccc(Cl)cc2)c(=O)c2c1nc1n2CCN1Cc1ccco1,-0.6%,-3.1%,5.0%,0.9,92,22.4%,-8.1%,6.2%,19.4%,1.0%,
Cc1cc(C)c(S(=O)(=O)/N=C2\C=C(Nc3ccc(C(=O)O)cc3)C(=O)c3ccccc32)c(C)c1,1.7%,15.9%,16.6%,0.4,47,3.0%,21.2µM*,-2.4%,12.8%,-2.3%,
Cc1ccccc1CN(CC1CCC(C(=O)O)CC1)C(=S)Nc1ccccc1F (stereo not drawn),0.1%,-4.5%,5.1%,0.3,35,-20.2%,-5.5%,1.0%,13.2%,-0.3%,
CCOC(=O)c1cccnc1SCC(=O)NCc1ccccc1,-0.7%,1.4%,8.0%,1.1,59,-7.3%,-1.6%,1.0%,1.0%,7.2%,
COC(=O)CC1C(=O)NCCN1C(=O)Nc1cccc(Cl)c1 (stereo not drawn),0.8%,1.4%,-11.6%,1.6,36,6.7%,-4.7%,0.6%,9.9%,-0.9%,
CCN1CCN(C(=O)C2CCN(Cc3cc(Cl)ccc3O)CC2)CC1,0.7%,-0.7%,12.1%,-2.5,39,1.6%,-3.5%,-2.7%,6.8%,-1.2%,
FC(F)(F)C1=CC(c2ccccc2)=NCCN1,-0.3%,-4.5%,5.4%,1.8,60,7.3%,0.0%,1.6%,1.3%,0.2%,
CC(=O)N1c2ccc(S(=O)(=O)N3CCCC(C(=O)NCc4ccccc4)C3)cc2CC1C (stereo not drawn),-1.2%,0.5%,2.5%,-0.8,61,-1.2%,-2.8%,-0.5%,/,0.2%,
CCS(=O)(=O)c1ccc2oc(SCC(=O)N3c4ccccc4CC3C)nc2c1 (stereo not drawn),0.4%,0.8%,6.6%,4.3,81,-1.7%,-6.1%,3.0%,9.1%,0.8%,
COc1ccc2oc(C(=O)OCC(=O)Nc3cc(S(=O)(=O)N4CCOCC4)ccc3OC)c(C)c2c1,/,/,2.4%,5.8,59,/,-4.3%,-0.3%,4.4%,0.9%[50 µM],
Cc1cccc(C)c1NC(=S)N1CCCN(C)CC1,0.4%,4.3%,4.6%,0.2,59,-4.2%,-3.8%,0.7%,-2.2%,0.1%,
COc1ccc(/C=N\NC(=O)c2ccccc2F)cc1COc1ccc(F)cc1F,1.7%,-1.9%,-16.5%,6.9,54,6.7%,-4.5%,2.2%,4.4%,-0.2%,
Cc1ccc(C(=O)CCC(=O)NN2C(=O)NC3(CCCCC3)C2=O)cc1,/,/,-5.6%,-1.5,49,/,4.4%,-1.2%,6.6%,0.1%[50 µM],
CC(C)(C)NS(=O)(=O)c1cccc(S(=O)(=O)c2cccc(S(=O)(=O)NC(C)(C)C)c2)c1,/,2.5%,/,1.4,84,-2.5%,/,2.7%,5.6%,/,
O=C(Nn1cnnc1)C1CCCN1S(=O)(=O)c1ccc(F)cc1 (stereo not drawn),-0.2%,-1.7%,3.0%,-0.2,55,-1.4%,-8.5%,2.5%,-3.1%,0.1%,
CCCn1c(=S)[nH]c2cc(C(=O)N3CCN(C4CCCCC4)CC3)ccc2c1=O,-0.5%,-2.8%,-12.1%,0.6,72,-35.3%,-3.9%,-1.7%,0.8%,-0.4%,
CC1CCCCN1Cc1nc2ccccc2c(=O)[nH]1 (stereo not drawn),0.0%,5.3%,3.1%,1.3,67,2.2%,-2.4%,1.1%,2.3%,-0.7%,
Cc1ccc(NC(=O)COC(=O)CCc2c[nH]c(=O)[nH]2)cc1,-0.1%,-5.0%,9.3%,-0.9,84,-6.0%,5.2%,1.6%,7.4%,0.1%,
CCNC(=S)N1CCN(c2ncccn2)CC1,0.2%,-5.2%,6.2%,-2.1,42,-21.1%,2.6%,2.4%,-0.6%,0.1%,
O=C(c1cc(-c2cccs2)on1)N1CCN(c2ccccc2)CC1,/,-4.1%,3.6%,2.3,41,-5.9%,-3.2%,0.5%,-2.0%,2.5%,
